Screening results from PubChem BioAssay.
Avidin fluor: compound fluoresces at 488/530 nm on avidin beads. fluorescence (KMESF) at 10 µM. 220,000 compounds, 0.38% hits. compound fluorescence 488/530 nm, flow cytometry; active compounds read high; in the data active means fluorescence above about 47; further: inactives centre near 10
Bim-Bcl-B: inhibitors of Bim-Bcl-B interaction, human; Q9HD36; AID 951; 190,000 compounds, 0.073% hits; inhibition, % at 10 µM; bead-based flow cytometry, Bim peptide-Bcl-B binding;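 further: 0% = tracer peptide without compound and 100% = reference inhibitor peptide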
Target sequence (Q9HD36 whole entry, looked up): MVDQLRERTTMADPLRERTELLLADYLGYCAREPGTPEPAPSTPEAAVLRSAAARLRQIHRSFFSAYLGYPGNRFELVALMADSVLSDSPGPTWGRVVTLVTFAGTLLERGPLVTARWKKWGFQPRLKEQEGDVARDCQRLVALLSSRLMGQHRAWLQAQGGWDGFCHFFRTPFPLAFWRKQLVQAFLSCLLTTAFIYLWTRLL
RGS4-Gao reg: human RGS4-Galphao interaction regulation. Multiplexed bead flow cytometry, RGS4-Galphao binding; actives lie on both sides. AID 1415. 220,000 compounds, 0.33% hits. binding response (% of control), % at 10 µM; in the data active means binding response below about 49% or above about 150%; inactive means in between;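 further: fluorescent Galphao activated with aluminum fluoride binding bead-coupled RGS4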
Target sequence (P09471 whole entry, looked up): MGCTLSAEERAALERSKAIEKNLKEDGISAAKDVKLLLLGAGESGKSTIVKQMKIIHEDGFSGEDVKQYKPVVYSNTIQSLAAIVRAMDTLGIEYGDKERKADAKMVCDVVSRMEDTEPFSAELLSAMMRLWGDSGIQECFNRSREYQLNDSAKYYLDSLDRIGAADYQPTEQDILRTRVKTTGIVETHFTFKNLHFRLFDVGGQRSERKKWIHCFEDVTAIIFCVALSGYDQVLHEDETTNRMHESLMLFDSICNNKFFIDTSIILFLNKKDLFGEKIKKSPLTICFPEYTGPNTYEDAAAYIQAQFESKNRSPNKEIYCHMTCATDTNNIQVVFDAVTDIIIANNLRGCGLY
ABCB1 block: human ABCB1 inhibition, ABCG2 as counter-screen; P08183; CCRF-Adr cells, JC-1 efflux, flow cytometry; inhibition, % at 6.6 µM; 190,000 compounds, 0.067% hits; AID 1326; in the data active means inhibition above about 40%;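 further: 0% = vehicle and 100% = reference inhibitor; higher value means more JC-1 retained so stronger ABCB1 efflux block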
Bcl-2 Bim block: human Bim-Bcl-2 interaction inhibition; P10415; inhibition, % at 10 µM; 190,000 compounds, 0.06% hits; Bead-based flow cytometry, Bim peptide-Bcl-2 binding; in the data active means inhibition above about 40%; inconclusive means no clear call, values can overlap the other calls;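 further: 0% = no compound wells with probe peptide and 100% = reference peptide inhibitor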
Bim-Bcl-XL: inhibitors of Bim-Bcl-XL interaction, human; Q07817; Bim peptide-Bcl-XL binding, bead flow cytometry, fluorescence; inhibition, % at 10 µM; 190,000 compounds, 0.04% hits; AID 1007
Target sequence (Q07817 whole entry, looked up): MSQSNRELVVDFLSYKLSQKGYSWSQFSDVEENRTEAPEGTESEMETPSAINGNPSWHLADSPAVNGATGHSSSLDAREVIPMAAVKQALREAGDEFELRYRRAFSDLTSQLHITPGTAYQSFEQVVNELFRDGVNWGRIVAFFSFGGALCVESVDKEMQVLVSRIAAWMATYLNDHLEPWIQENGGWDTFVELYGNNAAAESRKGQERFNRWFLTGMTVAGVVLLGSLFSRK
Bfl-1 Bim block: inhibitors of Bim-Bfl-1 interaction, human; Q16548; inhibition, % at 10 µM; Bead-based flow cytometry, Bim-Bfl-1 binding inhibition; 190,000 compounds, 0.12% hits;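 further: 0% = wells without compound plus tracer and 100% = blocker peptide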
RGS7-Gao reg: modulates binding of RGS7 to human Galphao; AID 1439; 220,000 compounds, 0.35% hits; Multiplexed bead flow cytometry; actives lie on both sides; binding response (% of control), % at 10 µM; in the data active means binding response below about 49% or above about 150%; inconclusive means no clear call, values can overlap the other calls; inactive means in between;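 further: fluorescent Galphao held in activated GDP-AlF4 state binding bead-coupled RGS7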
GSH bead fluor: compound fluoresces at 488/530 nm on GSH beads. 190,000 compounds, 0.25% hits. AID 1776. fluorescence (KMESF) at 10 µM. GSH beads flow cytometry, compound fluorescence 488/530 nm; active compounds read high; in the data active means fluorescence above about 89;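 further: glutathione beads carrying GST-tagged Bcl family fusion proteins plus one bare bead set; values are compound well signal with DMSO vehicle wells as background; inactives centre near 16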
Bim-Bcl-W: disrupts Bim peptide binding to human Bcl-W; Q92843; bead-based flow cytometry; inhibition, % at 10 µM; 190,000 compounds, 0.02% hits; AID 952;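 further: 0% = bound tracer without compound and 100% = peptide blocker; higher means less fluorescent Bim peptide bound to Bcl-W beads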
Target sequence (Q92843 whole entry, looked up): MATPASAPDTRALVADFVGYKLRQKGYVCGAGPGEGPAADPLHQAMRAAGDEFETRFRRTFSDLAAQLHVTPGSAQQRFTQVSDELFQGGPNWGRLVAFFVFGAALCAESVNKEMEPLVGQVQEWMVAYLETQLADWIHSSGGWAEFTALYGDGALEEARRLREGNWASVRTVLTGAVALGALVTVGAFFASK
ABCG2 block: blocks JC-1 efflux by human ABCG2 transporter. Q9UNQ0. IgMXP3 cells, flow cytometry. inhibition, % at 6.6 µM. AID 1325. 190,000 compounds, 0.1% hits;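 active means inhibition above 80%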;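 further: 0% = DMSO and 100% = nicardipine control wells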
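Incubation: cells with compound and JC-1, 10 min at 25 °C, rotating, no wash / Test system: IgMXP3 (ABCG2) plus far-red-tagged CCRF-Adr (ABCB1) cells / Compound dosing: one concentration, 6.6 µM final / Also added: JC-1 fluorescent substrate / Evaluation: efflux inhibition in percent versus controls / Detection: flow cytometry, 530 nm JC-1 signal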
Active calls of the source: *; ? = inconclusive; [ ] = another dose, or the depositor's remark. Unless noted, no stated cut-off is given here; in the data, active means inhibition above about 40%.

SMILES	Avidin fluor	Bim-Bcl-B	RGS4-Gao reg	ABCB1 block	Bcl-2 Bim block	Bim-Bcl-XL	Bfl-1 Bim block	RGS7-Gao reg	GSH bead fluor	Bim-Bcl-W	ABCG2 block
Cc1cc(C)nc(Nc2ncn[nH]2)n1	10	0	100	0.5	0	0	-6	96	20	1	2
Cc1ccc(C(=O)C2CCN(CC(=O)Nc3ccc4c(c3)OCCO4)CC2)cc1	3	1	105	0.4	2	1	1	104	66	0	1
CC(C)CNC(=O)COC(=O)c1ccc(Cl)c(S(N)(=O)=O)c1	14	0	100	0.6	-1	2	-1	101	24	1	2
O=C(Nc1cccc(S(=O)(=O)N2CCOCC2)c1)C(c1ccccc1)N1CCCCC1 (stereo unspecified)	11	-2	100	0.3	-1	-4	-6	100	13	0	-1
CCc1c(C(C)S(=O)(=O)c2ccccc2)[nH]c(=O)n1CC (stereo unspecified)	22	-8	101	0.6	-7	-5	-13	?	19	-7	4
COc1ccccc1Nc1nc(N)nc(CN(C)C2CCCCC2)n1	16	0	99	0.4	-2	-3	0	100	13	0	1
COc1cccc(NC(=O)c2ccccc2C(F)(F)F)c1	5	3	107	0.5	-1	0	-4	103	19	-2	7
CCOc1ccc(OCCn2c(=S)[nH]c3c(N)ncnc32)cc1	20	-23	98	0.0	-3	1	0	102	9	-1	1
CCc1cc(=O)oc2cc(C)cc(OCC(=O)C(C)(C)C)c12	8	-2	101	0.7	1	0	-5	?	10	0	3
O=C(NCc1cccnc1)c1cc(Sc2ccc(F)cc2F)nc2ccccc12	13	-10	106	-0.2	-7	-5	-14	107	17	-3	2
Cc1ccc2nc3c(cc(C#N)c(=O)n3-c3nccs3)c(=O)n2c1	36	0	103	0.1	1	-3	0	102	15	-1	0
Cc1nn(C)cc1CNC(=O)c1cccc(Br)c1	6	0	97	0.1	2	-2	0	97	31	4	0
COc1ccc(-c2[nH]ncc2CN(C)Cc2cc(C)[nH]n2)c(F)c1	5	-1	104	0.1	0	-3	3	106	8	-3	1
COC(=O)c1nn(-c2ccc(Cl)cc2)c(=O)cc1Sc1ccccn1	9	-3	100	0.8	1	0	-1	102	28	0	11
CC(C)OC(=O)Cn1c(=O)oc2ccccc21	16	-1	107	0.2	-1	-1	-1	105	12	0	1
Cc1cccc2[nH]c(SCC(=O)N3CCOCC3)nc12	10	0	100	0.2	1	0	1	95	24	0	0
COc1ccc(Cn2c(O)c(C=Nc3ccc(OC)cc3)c3ccccc3c2=O)cc1	6	-1	99	0.6	16	8	8	96	11	11	-6
CCC(C)c1ccccc1OCCCCN1CCCC1 (stereo unspecified)	15	-5	104	-0.2	1	-6	0	104	4	-3	-5
CCCCN(C(=O)c1ccc(NC(=O)C(C)C)cc1)c1ccccc1	10	-4	100	0.6	-1	-2	-4	?	15	-1	9
COc1cc(OC)c(S(=O)(=O)N2CCN(C(=O)c3ccccc3F)CC2)cc1NC(C)=O	7	-3	100	-0.8	-3	-3	0	96	19	0	-2
O=C(O)CCC(=O)N1CCCC1	10	-1	103	0.2	0	-1	-1	100	12	1	2
CC(=O)/C(=C(/O)c1ccccc1)c1nc2ccccc2[nH]1	12	-9	104	0.3	-4	-6	-7	?	16	-5	11
CC(=O)Cc1cc(O)c2ccccc2c1OC(=O)c1ccccc1	8	-4	93	-0.1	-6	-1	-3	96	15	2	-3
O=c1c(C=NCc2ccccc2)c(NCc2ccccc2)nc2ccccn12	10	0	101	0.3	0	0	-7	92	9	0	1
Cc1cc(C)cc(OC(=O)CCN2C(=O)C3C4C=CC(C5CC45)C3C2=O)c1 (stereo unspecified)	9	-6	104	1.1	-1	-4	-4	101	17	-2	4

Reprinted from the part before: 4 compounds; new compounds follow.
SMILES	Avidin fluor	Bim-Bcl-B	RGS4-Gao reg	ABCB1 block	Bcl-2 Bim block	Bim-Bcl-XL	Bfl-1 Bim block	RGS7-Gao reg	GSH bead fluor	Bim-Bcl-W	ABCG2 block
CC(=O)/C(=C(/O)c1ccccc1)c1nc2ccccc2[nH]1	12	-9	104	0.3	-4	-6	-7	?	16	-5	11
CC(=O)Cc1cc(O)c2ccccc2c1OC(=O)c1ccccc1	8	-4	93	-0.1	-6	-1	-3	96	15	2	-3
O=c1c(C=NCc2ccccc2)c(NCc2ccccc2)nc2ccccn12	10	0	101	0.3	0	0	-7	92	9	0	1
Cc1cc(C)cc(OC(=O)CCN2C(=O)C3C4C=CC(C5CC45)C3C2=O)c1 (stereo unspecified)	9	-6	104	1.1	-1	-4	-4	101	17	-2	4
COc1ccc(C2C3C(C)=NN=C3CC(C)(O)C2C(C)=O)cc1 (stereo unspecified)	19	-4	97	-0.5	-8	-5	-8	100	17	-3	-4
O=C(CN1C(=O)C2C3C=CC(C3)C2C1=O)Nc1nc2ccccc2[nH]1 (stereo unspecified)	7	-7	110	-0.1	-7	-8	-10	106	50	4	0
Cc1nc(NC(=O)COC(=O)C(NC(=O)c2ccco2)C(C)C)c(Cl)cc1Cl (stereo unspecified)	17	-6	106	1.4	-10	-3	-5	98	30	-1	2
c1ccc(Cc2ccc(OCCn3cncn3)cc2)cc1	7	-1	96	0.4	3	-3	-6	93	55	0	4
Cc1cccc(C)c1OCC(=O)Nc1ncn[nH]1	4	-3	100	-0.3	-2	2	0	101	5	3	0
Cc1ccc(NC(=O)CSc2nc(-c3ccco3)cc(C(F)(F)F)n2)cc1C	24	0	106	1.4	0	2	3	102	19	-2	7
COC(=O)c1ccc(Cl)c(NC(=O)CN(c2ccc(OC)c(OC)c2)S(C)(=O)=O)c1	17	-5	100	0.7	-5	-4	-4	100	9	-2	5
CCOC(=O)c1cc(NC(=O)Nc2cc(C)ccn2)c(C)nc1C	11	-3	94	0.9	-2	-3	-1	92	9	0	3
CN(C)C(=O)c1ccc2c(c1[N+](=O)[O-])C(=O)c1ccccc1C2=O	2	-1	96	1.1	0	0	0	94	5	0	17
N#CCCN(C(=O)COC(=O)Cc1ccc(Br)cc1)c1ccccc1	11	2	95	0.3	0	1	-3	97	15	1	0
COc1ccc(-c2cc(C(F)(F)F)nc(SCC(N)=O)n2)cc1	8	-1	100	0.7	1	0	0	101	16	-1	14
COc1cc([N+](=O)[O-])cc(CN2CCCCC2)c1O	42	-2	107	0.3	-1	-4	1	100	13	0	1
CCC(C)N1CC(C(=O)O)CC1=O (stereo unspecified)	16	-2	98	0.3	-4	-1	-3	99	16	-2	1
COc1ccc(CCNC(=S)N2CCC(Cc3ccccc3)CC2)cc1OC	11	-1	102	2.7	0	-1	-2	98	13	0	30
CC1(c2ccncc2)Nc2ccccc2-c2nc3ccccc3n21 (stereo unspecified)	8	0	96	2.6	-4	-1	-3	98	53	-2	9
Cc1cccn2cc(COc3cccc([N+](=O)[O-])c3)nc12	9	0	104	1.5	0	0	-1	101	20	1	12
CCOC(=O)c1c2n(c3ccc(O)cc13)CCCCC2	6	-6	101	0.3	-7	3	-9	101	40	0	1
CCOC(=O)c1[nH]cnc1C(=O)Nc1ccccc1C	8	-1	102	1.2	1	3	0	100	22	2	18
CC(=O)c1c(O)cc2n(c1=O)-c1ccc(Cl)cc1C2(C)C	1	-8	97	-0.1	-3	-4	-1	98	6	-2	0
COc1cccc(C=Nc2ccc(C)c(F)c2)c1O	1	-4	98	1.1	-1	-3	1	97	7	-2	4
Cc1ccc(Oc2nccc(-c3ccc(Cl)cc3)n2)cc1	9	-8	101	0.4	-6	-4	-12	101	17	2	2
COc1ccc(N2CCN(c3ncccc3C#N)CC2)cc1	6	4	102	0.5	6	8	3	101	17	5	2
Oc1ccc(N=Cc2sc3ccccc3c2Cl)cc1	0	-8	102	0.4	1	-4	5	103	5	-1	2
CCOc1cccc(=O)c2c(C)n(CC3CCCO3)c(C)c12 (stereo unspecified)	8	-5	98	1.1	-6	-2	-8	99	52	4	11
COc1ccc2c(c1OC)C(=O)OC2Nc1nc(-c2ccc(-c3ccccc3)cc2)cs1 (stereo unspecified)	13	-1	97	0.0	5	-2	1	96	5	0	-2
Continuation:
SMILES	Avidin fluor	Bim-Bcl-B	RGS4-Gao reg	ABCB1 block	Bcl-2 Bim block	Bim-Bcl-XL	Bfl-1 Bim block	RGS7-Gao reg	GSH bead fluor	Bim-Bcl-W	ABCG2 block
O=C(Cn1ccc2ccccc2c1=O)NCCC(=O)N1CCN(c2cccc(Cl)c2)CC1	7	-9	101	0.3	-10	-11	-14	96	35	0	-1
Cc1csc2c(C#N)c(=O)c3c(n12)CCC3	25	-5	109	0.3	-2	-1	-6	101	21	0	4
Cc1ccc([N+](=O)[O-])cc1S(=O)(=O)N1CCNCC1	11	4	104	1.5	3	1	-2	106	12	3	10
O=C(Cn1cnc2c(nnn2Cc2ccc(F)cc2)c1=O)N1CCN(c2ccccc2)CC1	19	-8	84	0.8	-3	1	-10	100	10	3	3
Cc1ccc(S(=O)(=O)N(C)C)cc1NC(=O)/C=C/c1cccs1	12	-6	86	1.9	0	-4	0	86	10	-3	9
COc1ccc2c(c1[N+](=O)[O-])CCC/C2=N/OC(=O)c1cccc2ccccc12	12	1	97	-5.3	1	0	-2	96	26	2	0
CCOC(=O)c1sc2cc([N+](=O)[O-])cc(SCC(=O)OC)c2c1N	19	1	99	2.8	0	3	-1	97	18	0	40
Cc1ccc(Nc2nnc(SCC(=O)NCc3ccco3)s2)cc1	7	-4	95	0.3	-1	-1	-11	94	259*	4	2
COCCCNC(=O)Cn1nnc(-c2ccccc2NC(=O)c2ccc(F)cc2)n1	17	5	92	0.9	-2	2	3	95	23	1	25
O=C(/C=C/c1ccccc1)Nc1ccc(CN2CCOCC2)cc1	13	-3	102	-0.4	-5	-5	-7	99	12	-4	-1
COc1ccc2c(c1)OCC1=C2CCC2(C)C(=O)CC=C12 (stereo unspecified)	25	1	91	-0.1	-3	1	6	93	12	0	0
O=C(N/N=C/c1ccc2ccccc2c1)c1ccc(COc2ccc3c(c2)CCC3)o1	5	-1	103	-0.1	0	-1	-8	100	22	1	0
COc1ccc(CNC(=O)/C=C/C(=O)O)cc1OC	3	-5	100	0.1	-5	-7	-2	100	9	-1	0
CC12CC3CC(C)(C1)CC(C(=O)NC(=S)N1CCCCC1)(C3)C2	15	-10	99	1.8	-2	5	-3	106	10	1	19
c1coc(CNCC2OCCc3ccccc32)c1 (stereo unspecified)	4	-4	97	-2.3	-8	1	-13	100	43	0	-3
COc1ccc(C2CC(=O)C3=C(C2)Nc2ncnn2C3c2ccccc2C)cc1 (stereo unspecified)	33	-16	98	1.3	-6	-11	-3	102	18	-14	2
O=C(NCC1CCCO1)C1CCN(S(=O)(=O)Cc2ccccc2)CC1 (stereo unspecified)	13	-7	102	0.1	-4	-3	-6	102	14	2	0
COc1ccccc1NC(=O)CCCc1c[nH]c2ccccc12	257*	-12	440*[activator]	0.8	1	-2	6	312*[activator]	23	0	12
S=C(c1ccccc1)N(c1ccccc1)c1ccccc1	24	0	104	-0.3	-20	7	-14	103	17	19	-1
CCOc1ccc(C(=O)Nc2ccc3c(c2)OCCO3)cc1[N+](=O)[O-]	11	-3	101	0.0	-3	0	-1	99	12	-2	0
COc1cc(NC(=O)Cn2nc(Cc3cccnc3)c3ccccc3c2=O)cc(OC)c1OC	8	-4	100	0.1	-5	-2	-11	100	13	0	2
